# DRD3 agonist – agonists of human D3 dopamine receptor | max activation, % | P35462 | actives 0.58% (n = 410,000) | D3R DiscoveRx beta-arrestin cells, luminescence, 90 min; in the data active = max activation above about 30%; also: 0% is about no effect; mostly tested at two doses, the higher about 12 µM
#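 Cells at 1500/well, incubated overnight, then treated with pinned compounds (dopamine as control) for 90 min at 37 degrees C. DiscoveRx reagent added for 30 - 60 minutes at room temperature; luminescence read.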
# aSyn yeast inh – inhibitors of alpha-synuclein toxicity in yeast. Yeast expressing alpha-synuclein, growth rescue, BacTiter-Glo, 24 h. Potency, µM (highest dose often 46.1 µM), without a hit: at the top dose growth rescue (activation), most hits filed as activators. actives 0.14% (n = 370,000). AID 652106; also: potency is read from the fitted curve at half-maximal effect; % of control where 0% means no effect; nearly all actives have a fitted effect of over 65% in size
#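 Readout is rescue of growth in alpha-synuclein-expressing yeast, so inhibitors of toxicity appear as activators. Growth after 24 hr at 30 deg C in galactose medium is quantified by luminescence.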
# FUS suppressor – FUS proteinopathy suppression in yeast. actives 0.24% (n = 390,000). S. cerevisiae FUS-expressing, growth rescue, OD600, 24 h. Potency, µM (top dose mostly 76.6 µM), without a hit: top-dose growth rescue (activation), hits mostly activators;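 also: potency is read from the fitted curve at half-maximal effect; plate controls were DMSO vehicle for no effect and reference control for full effect; nearly all actives have a fitted effect of over 55% in size; some results filed as inactive show a strong effect at the top dose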
#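 Cultures pregrown in 2.5% raffinose medium are shifted to minimal medium containing 2% galactose to express toxic FUS. Compounds are tested at several concentrations. After 24hr at 30C, growth is quantified at 600 nm absorbance.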
# EPAC2 ag – activates human EPAC2 exchange factor; Potency, µM (highest dose often 154 µM), inactives show top-dose activation, actives largely listed as activators; AID 720711; Q8WZA2; actives 0.079% (n = 360,000); EPAC2 activation, biochemical qHTS; response scale: 100% = 6.5 mM cAMP response; also: potency is read from the fitted curve at half-maximal effect; nearly all actives have a fitted effect of over 50% in size
# Target sequence (Q8WZA2 whole entry, looked up): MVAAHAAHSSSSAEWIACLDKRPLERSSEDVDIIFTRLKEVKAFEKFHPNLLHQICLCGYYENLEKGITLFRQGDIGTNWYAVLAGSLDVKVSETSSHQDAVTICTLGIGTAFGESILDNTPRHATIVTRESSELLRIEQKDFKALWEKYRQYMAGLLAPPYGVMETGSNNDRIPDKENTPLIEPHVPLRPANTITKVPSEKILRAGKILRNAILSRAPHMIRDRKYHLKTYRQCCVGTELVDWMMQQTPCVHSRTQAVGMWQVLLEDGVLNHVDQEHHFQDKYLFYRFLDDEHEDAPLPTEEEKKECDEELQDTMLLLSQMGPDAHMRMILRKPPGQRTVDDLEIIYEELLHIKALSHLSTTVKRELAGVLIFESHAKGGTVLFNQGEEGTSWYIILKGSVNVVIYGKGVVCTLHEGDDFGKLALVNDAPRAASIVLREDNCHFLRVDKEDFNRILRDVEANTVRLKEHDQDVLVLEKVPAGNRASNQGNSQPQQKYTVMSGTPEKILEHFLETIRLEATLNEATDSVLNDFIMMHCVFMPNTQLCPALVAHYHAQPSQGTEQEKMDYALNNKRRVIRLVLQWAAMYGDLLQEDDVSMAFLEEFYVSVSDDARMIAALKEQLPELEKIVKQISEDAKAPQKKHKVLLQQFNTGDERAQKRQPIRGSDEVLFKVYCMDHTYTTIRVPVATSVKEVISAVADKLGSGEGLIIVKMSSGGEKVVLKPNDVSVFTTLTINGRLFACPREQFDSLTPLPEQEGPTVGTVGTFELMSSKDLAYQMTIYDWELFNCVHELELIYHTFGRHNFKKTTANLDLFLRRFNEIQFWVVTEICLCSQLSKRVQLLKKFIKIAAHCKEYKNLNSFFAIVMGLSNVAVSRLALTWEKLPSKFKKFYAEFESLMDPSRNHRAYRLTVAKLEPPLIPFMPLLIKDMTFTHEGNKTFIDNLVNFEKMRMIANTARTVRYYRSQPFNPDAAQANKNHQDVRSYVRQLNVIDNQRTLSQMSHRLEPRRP
#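 Guanine nucleotide exchange by EPAC2 is measured as reduced fluorescence of BODIPY-GDP once it is released from 250 nM Rap1B. Plates are read kinetically for 30 min at room temperature; results are scaled to 6.5 mM cAMP.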
# TDP43 rescue – inhibitors of TDP-43 toxicity in yeast; TDP-43 expressing yeast growth rescue, BacTiter-Glo, 24 h; Potency, µM (top dose mostly 46.1 µM), inactives show at the top dose growth rescue (activation), usual class: activators; actives 1.8% (n = 410,000); AID 652104; also: potency is read from the fitted curve at half-maximal effect; % of control where 0% means no effect; nearly all actives have a fitted effect of over 50% in size
#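 Cell-based yeast growth screen: TDP-43 expression induced in galactose, inoculum OD600=0.02 after raffinose pregrowth to mid-log. Read-out BacTiter-Glo luminescence at 24 hr, 30 deg C; inhibition of toxicity seen as signal increase.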
# Abeta yeast res – restores growth of yeast expressing A-beta42 peptide; actives 0.063% (n = 410,000); yeast expressing A-beta42, growth rescue, OD600, 48 h; response scale: 0% DMSO, 100% iron-clioquinol control; Potency, µM (series often up to 46.1 µM), without a hit: at the top dose growth rescue, hits mostly activators; also: potency is read from the fitted curve at half-maximal effect; nearly all actives have a fitted effect of over 55% in size
#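 Yeast A-beta toxicity model in growth medium with pinned compounds, 48 h at 30 C; growth read as absorbance at 600 nm. Normalized to FeCl3/clioquinol equimolar mix (positive) and DMSO (negative).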
# EPAC2 antagonist – blocks human EPAC2 exchange factor; Q8WZA2; actives 0.18% (n = 360,000); EPAC2 GEF exchange of Rap1B-BODIPY-GDP, fluorescence; AID 720708; Potency, µM (series often up to 114 µM), without a hit: at the top dose activity, negative = inhibition, usual class: inhibitors; also: potency is read from the fitted curve at half-maximal effect; % is scaled to controls: 0 for no effect and ±100 for the full control effect; nearly all actives have a fitted effect of over 45% in size; many of its hits are not listed in these tables
# DRD3 antagonist – D3 dopamine receptor (human) antagonism; P35462; D3R cells, DiscoveRx beta-arrestin luminescence, antagonist mode; hits give low values; max response, negative = inhibition, %; actives 2.5% (n = 360,000); in the data active = max response below about -50%; inconclusive = no clear call, values can overlap the other calls; also: % is scaled to controls: 0 for no effect and ±100 for the full control effect; mostly tested at two doses, the higher about 12 µM
#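 Cells expressing the human receptor were seeded at 1500 cells/well, incubated overnight at 37 degrees C in 5% CO2, then exposed to library compounds with dopamine controls for 90 minutes at 37 degrees C before luminescent detection.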
# * hit, by the source's call; u = inconclusive; x = no result given; [ ] = another dose, or the depositor's remark. Unless noted, calls follow the shape of the dose curve; as a rule, active = well fitted curve in the direction sought with a large enough effect; inconclusive = small, poorly fitted or top-dose-only effect, or another doubt; inactive = no such curve, though single readings can be large; an effect the other way counts as inactive or inconclusive.
# Values in the order – DRD3 agonist	aSyn yeast inh	FUS suppressor	EPAC2 ag	TDP43 rescue	Abeta yeast res	EPAC2 antagonist	DRD3 antagonist
1	COC(=O)[C@@]12C[C@@H](CC(=O)N3CCCCC3)C(=O)N(CCc3ccc(OC)c(OC)c3)C1=CCC(C)(C)C2
→ -1	1%	25%	4%	21%	-3%	3%	-1
2	O=C(NC1CC(=O)N(c2ccc(F)cc2)C1)c1ccc(S(=O)(=O)N2CCCC2)cc1 (stereo unspecified)
→ 7	x	23%	x	25%	5%	x	x
3	O=C(NCCC1=CCCCC1)C1CCN(S(=O)(=O)c2ccc(-n3cnnn3)cc2)CC1
→ -5	-2%	36%	0%	-9%	-6%	-4%	6
4	Cc1ccc(N2CC(C(=O)NCCN3CCOCC3)CC2=O)cc1C (stereo unspecified)
→ -4	-1%	8%	5%	-4%	6%	1%	0
5	COC(=O)c1ccc(-c2ccc(OC)c([C@H]3[C@H]4C=CC[C@@H](C)[C@@H]4C(=O)N3Cc3ccccc3)c2)cc1
→ 0	0%	-49%[inhibitor]	14%	-29%	-11%	6%	0
6	O=C(COC(=O)c1ccccc1Br)Nc1cc(S(=O)(=O)N2CCOCC2)ccc1N1CCCC1
→ 0	0%	u	4%	5%	-9%	-3%	12
7	O=C(O)CN(Cc1ccco1)S(=O)(=O)c1ccc(F)cc1
→ -6	0%	17%	-5%	-22%	-14%	21%	-7
8	CCSc1oc(-c2cccs2)nc1S(=O)(=O)c1ccc(Br)cc1
→ 7	x	12%	x	12%	24%	x	x
9	CCOc1ccc(C(C)=O)cc1COC(=O)C1=COCCO1
→ 0	-10%	23%	7%	-2%	2%	23%	35
10	CN(C)C(=O)c1nc2ccc(Cl)cn2c1CN1CCN(c2ncccn2)CC1
→ -2	-3%	-5%	-2%	-6%	-2%	1%	-9
11	O=C(O)c1ccc(N=NN2CCOCC2)cc1
→ 4	5%	x	-6%	u	5%	-4%	1
12	CCc1c(C)sc2c1CCN(Cc1ccccc1)C2c1ccccc1 (stereo unspecified)
→ -1	x	1%	x	-16%	-66%[inhibitor]	x	x
13	Cc1cccc(C(=O)C2CCN(S(=O)(=O)c3ccc(C(=O)O)cc3)CC2)c1
→ 5	10%	-7%	4%	19%	2%	2%	5
14	COCCCNC(=O)/C(C#N)=C/c1ccc(OCC(=O)O)c(OC)c1
→ -5	1%	x	0%	4%	20%	-1%	5
15	Cc1cc(F)ccc1NC(=O)c1cnccn1
→ -1	1%	-8%	-4%	17%	-4%	-3%	4
16	CCOC(=O)c1c(Nc2ccc(OCC)cc2)nnc(-c2ccccc2)c1-c1ccccc1
→ 16	-9%	19%	x	8%	-11%	x	x
17	CCCCNC(=O)c1onc(CSc2ccccc2F)c1C(=O)O
→ -12	0%	5%	1%	-15%	3%	-17%	23
18	Cc1c(NC(=O)c2cccc(F)c2)c(=O)n(-c2ccccc2)n1C
→ 14	-7%	11%	3%	-11%	0%	15%	8
19	Cc1cc(OCC(=O)NCC2(N3CCN(C)CC3)CCCCC2)cc(C)c1Cl
→ -14	x	14%	x	-3%	-1%	x	x
20	Cc1ccc(NC(=O)c2cc(S(=O)(=O)c3ccccc3)ccc2Cl)cc1
→ 0	-2%	24%	7%	-11%	11%	-19%	-4

# Pulled one by one from the list above:
# Values in the order – DRD3 agonist	aSyn yeast inh	FUS suppressor	EPAC2 ag	TDP43 rescue	Abeta yeast res	EPAC2 antagonist	DRD3 antagonist
16	CCOC(=O)c1c(Nc2ccc(OCC)cc2)nnc(-c2ccccc2)c1-c1ccccc1
→ 16	-9%	19%	x	8%	-11%	x	x
7	O=C(O)CN(Cc1ccco1)S(=O)(=O)c1ccc(F)cc1
→ -6	0%	17%	-5%	-22%	-14%	21%	-7
5	COC(=O)c1ccc(-c2ccc(OC)c([C@H]3[C@H]4C=CC[C@@H](C)[C@@H]4C(=O)N3Cc3ccccc3)c2)cc1
→ 0	0%	-49%[inhibitor]	14%	-29%	-11%	6%	0
13	Cc1cccc(C(=O)C2CCN(S(=O)(=O)c3ccc(C(=O)O)cc3)CC2)c1
→ 5	10%	-7%	4%	19%	2%	2%	5
12	CCc1c(C)sc2c1CCN(Cc1ccccc1)C2c1ccccc1 (stereo unspecified)
→ -1	x	1%	x	-16%	-66%[inhibitor]	x	x
15	Cc1cc(F)ccc1NC(=O)c1cnccn1
→ -1	1%	-8%	-4%	17%	-4%	-3%	4
10	CN(C)C(=O)c1nc2ccc(Cl)cn2c1CN1CCN(c2ncccn2)CC1
→ -2	-3%	-5%	-2%	-6%	-2%	1%	-9

# (listing goes on)
# Values in the order – DRD3 agonist	aSyn yeast inh	FUS suppressor	EPAC2 ag	TDP43 rescue	Abeta yeast res	EPAC2 antagonist	DRD3 antagonist
21	CCOC(=O)C1Cc2c([nH]c3ccccc23)CN1 (stereo unspecified)
→ -4	1%	-24%	-3%	0%	10%	-7%	-7
22	CC(C)Cc1nnc(NC(=O)c2ccc(N3CCCC3=O)cc2)s1
→ 2	1%	-12%	-1%	0%	10%	-11%	34
23	CCN(CC(=O)NCCc1ccc(S(N)(=O)=O)cc1)Cc1ccccc1
→ -6	-3%	4%	10%	-17%	6%	0%	-24
24	O=C(CN(C(=O)CNC(=O)c1cccs1)c1ccc(F)cc1)NC1CCCC1
→ -3	1%	-9%	-5%	-15%	-6%	3%	-8
25	COCCNC(=S)Nc1ccccc1[N+](=O)[O-]
→ 11	-3%	11%	3%	-18%[1.82 µM]	0%	2%	3
26	O=C(O)C1CCCN1c1nc(-c2ccc(Cl)c(Cl)c2)cc(C(F)(F)F)n1 (stereo unspecified)
→ 3	-36%[inhibitor]	x	10%	7%	-74%[inhibitor]	2%	-21
27	Cc1csc(SCC(=O)NC2CCCCC2)n1
→ 1	0%	-26%	2%	4%	23%	-1%	-7
28	COCCCn1c(=O)/c(=C\c2ccccc2OC(F)F)s/c1=C(/C#N)C(=O)NC(C)C
→ -4	-8%	x	-2%	-3%	-7%	-7%	-3
29	COCCNCC(=O)NC12CC3CC(CC(C3)C1)C2
→ 4	3%	-13%	-2%	9%	3%	0%	-26
30	Cc1cccc2c(C(=O)N3CCCCC3)cc(-c3ccccc3)nc12
→ -9	-1%	u	22%	u	-15%	-24%	-7
31	Cc1nn(C)c(C)c1C1C(C#N)=C(N)OC2=C1C(=O)CCC2 (stereo unspecified)
→ 1	1%	15%	3%	2%	2%	-2%	18
32	CCCCn1c(=O)[nH]c(=O)c2c1nc(-c1ccsc1)n2Cc1ccccc1
→ -8	0%	3%	3%	-5%	-4%	3%	0
33	COc1ccccc1NC(=O)Nc1nnc([C@@H]2C[C@H](O)[C@@H](CO)O2)s1
→ -8	-6%	-21%	1%	9%	-22%	3%	u
34	COc1ccc2[nH]c(=O)c(CN(CCCN(C)C)C(=O)Nc3ccccc3)cc2c1
→ 1	-9%	7%	-5%	8%	21%	0%	-6
35	Cn1c(=O)c2c(ncn2CC(=O)OCC(=O)NCCc2ccccc2)n(C)c1=O
→ 0	-1%	-11%	4%	10%	4%	15%	9
36	Cc1cccc(OCC(=O)N=Nc2c(O)[nH]c3ccc([N+](=O)[O-])cc23)c1
→ -13	1%	-1%	-10%	-1%	x	-7%	-1
37	O=C(CSc1nnnn1C1CCCC1)Nc1ccc(F)cc1
→ 2	-3%	14%	8%	16%	4%	10%	-5
38	CCc1ccc(NC(=O)Cn2cnc3nc4c(cc3c2=O)CCCC4)cc1
→ -7	x	1%	x	22%	-11%	x	x
39	CCc1cc(=O)oc2c(C)c3c(cc12)CN(CCc1ccccc1OC)CO3
→ -36	x	7%	x	3%	-10%	x	x
40	O=c1[nH]n2c(=O)c3c([nH]c2c1N=Nc1cccc(Cl)c1)CCCC3
→ -6	-2%	x	-2%	5%	-16%	-1%	-14

# Next part:
# Values in the order – DRD3 agonist	aSyn yeast inh	FUS suppressor	EPAC2 ag	TDP43 rescue	Abeta yeast res	EPAC2 antagonist	DRD3 antagonist
41	Cc1nnc(SCC(=O)Nc2ccc(C(N)=O)cc2)n1-c1ccccc1
→ -3	-2%	29%	14%	-17%	-6%	4%	-1
42	O=C(NNC(=O)c1ccc(=O)[nH]c1)c1ccc(NS(=O)(=O)c2cccs2)cc1
→ -2	-8%[1.84 µM]	8%	10%	4%	3%	4%	-8
43	O=C(N/N=C/c1ccc2c(c1)OCO2)c1ccc(Cn2cc([N+](=O)[O-])cn2)o1
→ 2	0%	x	4%	13%	-5%	10%	6
44	CCN(CC)c1nc(-c2ccc(C(C)(C)C)cc2)nc2ccccc12
→ -19	x	12%	x	11%	-32%[inhibitor]	x	x
45	O=C(N/N=C/c1ccc(O)c([N+](=O)[O-])c1)c1ccncc1
→ -10	-14%	-6%	2%	-4%	-22%	-14%	u
46	CC(C)(C)C(=O)NC1(C(F)(F)F)NC(=O)N(c2ccccc2F)C1=O (stereo unspecified)
→ 3	-2%	15%	2%	-1%	-10%	3%	23
47	Nc1ncn(C23CC4CC(CC(C4)C2)C3)n1
→ -9	-2%	-1%	5%	-16%	-3%	9%	-22
48	O=C(/C=C/c1ccccc1Cl)N(c1ccccn1)C1CCCCC1
→ 2	-2%	-11%	3%	-3%	3%	1%	3
49	CC(=O)Nc1ccc(NC(=O)C(C)OC(=O)C2(c3ccc(Cl)cc3)CCCC2)cc1 (stereo unspecified)
→ 2	3%	x	15%	u	7%	-8%	-9
50	COCCNC(=O)CN(C)S(=O)(=O)c1ccc(Br)cc1
→ 11	0%	x	-5%	-23%	-2%	2%	14
51	Cc1ccc(NC(=O)C(=O)NCCOc2ccc(Cl)cc2)c(C)c1
→ 2	4%	-10%	-9%	21%	2%	3%	6
52	CCN(CC)S(=O)(=O)c1ccc(NC(=O)C2c3ccccc3Oc3ccccc32)cc1
→ -8	-2%	x	10%	-6%	-14%	6%	u
53	CCOc1ncccc1C(=O)NCc1ccccc1Cl
→ 3	2%	-33%	8%	13%	5%	-1%	-5
54	COc1ccccc1OCC(=O)c1[nH]c(C)c(C(C)=O)c1C
→ 1	23%	29%	-1%	30%	-14%	-1%	32
55	N#CC(C(=O)Nc1cccc(Cl)c1)=C1Nc2ccccc2N1
→ 3	3%	23%	-8%	7%	15%	2%	0
56	COCCNC(=O)CCC(=O)N1Cc2cccc(OC)c2Oc2ncccc21
→ -2	x	-1%	x	-5%	-11%	x	x

# Down the list, quoted from above:
# DRD3 antagonist, nos. 50–55, in order: 14, 6, u, -5, 32, 0
# aSyn yeast inh, nos. 50–55, in order: 0%, 4%, -2%, 2%, 23%, 3%
# EPAC2 ag, nos. 50–55, in order: -5%, -9%, 10%, 8%, -1%, -8%

# Compound activity deposited in PubChem by National Center for Advancing Translational Sciences (NCATS).

# Not all compounds are listed, so the mix of outcomes need not match the whole.
